NADH enzymes: inhibitors of PK/LDH coupling enzymes, profiling panel, artefact control, biochemical, MLSMR library; coupled PK/LDH NADH assays, four targets; IC50, µM (series often up to 10 µM), inactives show at the top dose inhibition; hit rate 0.02% among 65,000;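 active = single-dose screening hits from any of four coupled enzyme assays that gave an IC50 when retested across doses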;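 also: the DPM-DC format reads NADH fluorescence rather than 340 nm absorbance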
5HT1E ag: 5-HT1E receptor agonists, primary screen, cell-based, HTS. activation, % at 6 µM. hit rate 0.69% among 65,000. CHO 5-HT1E Ga15 NFAT-bla reporter, FRET; 0% DMSO wells, 100% control agonist wells. 5-hydroxytryptamine receptor 1E (Homo sapiens), P28566;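 active = activation above a set limit, the screen-wide mean activation plus 3 SD, cut at about 8.5% in these data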;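 also: 100% = positive control agonist at 1 µM giving full maximal response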
SF1 activator: activators of human SF-1, primary screen, cell-based, CHO-K1, Gal4-SF-1 LBD, luciferase luminescence | Steroidogenic factor 1 (Homo sapiens), Q13285 | CHO-K1 Gal4-SF-1 LBD luciferase reporter; % increase over DMSO SF-1-specific signal | activation, % at 10 µM | hit rate 1.9% among 65,000 | AID 522, 2006;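 active = activation above the mean activation of all tested compounds plus 3 SD, cut at about 50% in these data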
Target sequence (Q13285 whole entry, looked up, the tested form may be a part): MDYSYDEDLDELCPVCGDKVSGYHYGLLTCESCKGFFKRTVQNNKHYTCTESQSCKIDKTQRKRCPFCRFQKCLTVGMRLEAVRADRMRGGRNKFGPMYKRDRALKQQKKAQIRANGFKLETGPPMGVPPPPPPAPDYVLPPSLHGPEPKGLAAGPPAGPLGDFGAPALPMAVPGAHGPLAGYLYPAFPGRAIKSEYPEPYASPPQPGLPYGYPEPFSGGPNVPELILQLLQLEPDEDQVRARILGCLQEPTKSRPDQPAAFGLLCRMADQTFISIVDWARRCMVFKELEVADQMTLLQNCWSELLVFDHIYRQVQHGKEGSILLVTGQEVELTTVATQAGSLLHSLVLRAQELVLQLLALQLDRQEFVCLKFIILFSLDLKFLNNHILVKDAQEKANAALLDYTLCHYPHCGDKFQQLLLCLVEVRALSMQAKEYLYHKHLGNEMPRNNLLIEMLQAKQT
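Test system: transient Gal4-SF-1 LBD reporter, CHO-K1; Amount: 4,000 CHO-K1 cells per well; Doses: 10 µM only; Timing: compound exposure 20 h at 37 °C; Signal: luciferase light emission; Read-out basis: percent activation relative to DMSO median and mock-transfected background; Control set: DMSO negative control and −SF1 background wells; Replicates: one test per compound.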
tolC growth inh: growth inhibitors of E. coli tolC mutant, primary screen, strain BW25113 ΔtolC::kan, 384-well | OD615 | AID 573, 2007 | hit rate 2.2% among 65,000 | growth inhibition, % at 10 µM (by protocol);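 active = growth inhibition at or above a cutoff equal to the mean over every tested compound plus 3 SD, cut at about 60% in these data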;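 also: growth measured after 20 h incubation at 37 °C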
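Material: E. coli BW25113 ΔtolC::kan, tolC deletion mutant strain. Measure: percent growth inhibition. Schedule: 37 °C, 20 h exposure. Doses: single-point testing at 10 µM. Signal: A615 absorbance measurement. Buffer or medium: kanamycin-containing LB broth (50 µg/mL).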
5HT1a ag: human 5-HT1a receptor agonists, primary screen, cell-based, CHO, Ga15 NFAT-bla reporter | CHO 5-HT1a Ga15 NFAT-bla reporter, FRET ratio; 0% basal, 100% maximal reference agonist | AID 567, 2006 | hit rate 0.56% among 65,000 | activation, % at 10 µM;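 active = activation above the screen-wide mean activation plus 3 SD, cut at about 19% in these data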;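 also: 0% = DMSO wells and 100% = 5-CT at EC100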
MMP13 inh: human MMP13 inhibitors, primary screen, biochemical, FRET peptide cleavage; Collagenase 3 (Homo sapiens), P45452; MMP-13 fTHP FRET cleavage, Mca fluorescence; inhibition, % at 4 µM; hit rate 0.07% among 65,000; AID 570, 2006;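 active = inhibition above the mean of compound-free control plate wells plus 3 SD, cut at about 14% in these data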;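 also: 0% = DMSO wells and 100% = wells with reference MMP-13 inhibitor after basal subtraction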
RORA act: activators of orphan receptor RORA, primary screen, cell-based, luminescence; activation, % at 10 µM; Nuclear receptor ROR-alpha (Homo sapiens), P35398; hit rate 1.5% among 65,000; CHO-K1 Gal4-RORA LBD luciferase reporter; percent increase over mock-subtracted basal signal;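 active = activation above the mean of all tested compounds plus 3 SD, cut at about 49% in these data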;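 also: 0% = DMSO-treated RORA cells and 100% = added signal equal to DMSO minus mock-transfected cells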
Target sequence (P35398 whole entry, looked up, the tested form may be a part): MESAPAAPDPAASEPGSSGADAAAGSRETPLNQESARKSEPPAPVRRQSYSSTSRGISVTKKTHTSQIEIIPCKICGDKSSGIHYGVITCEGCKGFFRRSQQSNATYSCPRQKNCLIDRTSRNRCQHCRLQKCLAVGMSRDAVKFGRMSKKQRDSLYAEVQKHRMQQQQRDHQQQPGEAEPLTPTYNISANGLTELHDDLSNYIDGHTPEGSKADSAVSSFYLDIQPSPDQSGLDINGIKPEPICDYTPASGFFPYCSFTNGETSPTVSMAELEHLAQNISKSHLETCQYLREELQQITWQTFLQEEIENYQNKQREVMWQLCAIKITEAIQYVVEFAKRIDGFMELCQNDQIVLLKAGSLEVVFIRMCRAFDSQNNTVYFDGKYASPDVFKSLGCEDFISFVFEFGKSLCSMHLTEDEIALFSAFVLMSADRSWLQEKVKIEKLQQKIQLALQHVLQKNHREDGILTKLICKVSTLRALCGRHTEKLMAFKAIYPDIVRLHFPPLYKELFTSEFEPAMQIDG
5HT1E antag: 5-HT1E receptor antagonists, primary screen, cell-based, HTS | CHO 5-HT1E Ga15 NFAT-bla reporter, FRET, antagonist | inhibition, % at 6 µM | AID 571, 2007 | hit rate 0.99% among 65,000 | 5-hydroxytryptamine receptor 1E (Homo sapiens), P28566;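 active = inhibition above a set limit, the mean inhibition across every tested compound plus 3 SD, cut at about 29% in these data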;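 also: signal is the 460 over 535 nm emission ratio of beta-lactamase substrate; 0% = agonist plus DMSO wells and 100% = wells without agonist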
5HT1a antag: human 5-HT1a receptor antagonists, primary screen, cell-based, CHO, Ga15 NFAT-bla reporter | CHO 5-HT1a Ga15 NFAT-bla reporter, antagonist mode | inhibition, % at 10 µM | hit rate 0.68% among 62,000 | AID 612, 2007;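 active = inhibition above the mean of all tested compounds plus 3 SD, cut at about 43% in these data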;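 also: receptor stimulated by 5-CT agonist at 100 nM near EC80; beta-lactamase reporter measured by ratiometric fluorescence of a cleavable substrate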
Numbers without * were called inactive; x = no result given; [ ] = remark or other dose. Random draw from the library. Share with any hit: about 7.2%.

The line under a structure holds: NADH enzymes, 5HT1E ag, SF1 activator, tolC growth inh, 5HT1a ag, MMP13 inh, RORA act, 5HT1E antag, 5HT1a antag
- Cc1cc(C)c(NC(=O)CS(=O)CC(=O)N2CCN(c3ccc(F)cc3)CC2)c(C)c1 (centres undefined)
→ 8%, -0.8, 4, 2, -0.7, 1, 21, -5, -2
- CN(C)/C=C1/Sc2ccccc2C1=O
→ 2%, -2.0, 31, -1, 0.1, 0, 34, 11, 14
- O=C(NCCC1=CCCCC1)C1CCN(c2nnc(-n3cccc3)s2)CC1
→ 4%, 1.6, -11, 2, 1.3, 1, 9, -6, -2
- NC(=O)CCn1nc(-c2ccc(Cl)cc2)c2ccccc2c1=O
→ 6%, -1.0, -17, 7, -0.3, -4, -4, 14, 10
- CC(=O)c1cccc(NC(=O)N2CCCC2C(=O)NCc2ccccc2)c1 (centres undefined)
→ 7%, -1.1, -9, -4, -1.9, 6, -6, -9, -2
- Cc1[nH]c2ccccc2c1SCCN
→ 6%, 0.3, -30, -3, 1.9, 2, 5, 14, 19
- Cn1c(SC/C=C/c2ccccc2)nnc1-c1cccs1
→ 4%, -0.1, 14, 17, -0.7, -1, 2, 4, 4
- NC(=O)c1nc(C2CCCCC2)nc2c1[nH]c(=O)n2-c1ccc(F)cc1
→ 6%[fluoresces], 0.1, -8, -2, -4.2, -4, 8, -2, 7
- CC(C)(C)NC(=O)CSc1nnc(C2CC2)n1Cc1ccccc1
→ 7%, -0.1, -3, -10, -2.5, 10, 12, 2, 3
- O=C(CCCn1c(=S)[nH]c2ccccc2c1=O)NC1CCCC1
→ 10%, -0.4, -5, -6, -0.3, -2, -20, 0, -10
- CCCCOc1ccc(S(=O)(=O)NCc2csc(C)n2)cc1
→ 4%, -1.0, -4, 3, -1.6, 1, 6, 0, -2
- CCS(=O)(=O)N1CCC(C(=O)N2CCN(c3ccccc3)CC2)CC1
→ 3%, -1.7, -1, -11, -2.2, -3, -7, 3, 3
- CCn1c(=O)c(C(=O)NCCCO)c(O)c2ccccc21
→ 6%, -0.9, -8, 10, -1.3, -5, 8, 11, -2
- Cn1c(C(=O)NCCCN2CCN(c3ccccc3F)CC2)cc2c(=O)[nH]c3ccccc3c21
→ 4%, 25*, 30, 4, 18, -10, -5, 4, 75*
- Cc1cccc(-c2nc(CN3CCCC(C(=O)NC4CCCCC4)C3)c(C)o2)c1 (centres undefined)
→ 6%, 0.8, 4, 25, 2.5, 4, -17, -16, 21

(listing goes on)
The line under a structure holds: NADH enzymes, 5HT1E ag, SF1 activator, tolC growth inh, 5HT1a ag, MMP13 inh, RORA act, 5HT1E antag, 5HT1a antag
- CCS(=O)(=O)N1CCN(C2CCC(C)CC2)CC1 (centres undefined)
→ 26%, -0.7, 12, -24, -2.1, -5, 5, -1, 9
- CN(C)c1nc(Oc2ccc(C(=O)OCC(=O)Nc3ccccc3)cc2)nc(N(C)C)n1
→ 2%, -0.5, -16, 32, -3.4, -1, 0, 12, 8
- CCOC(=O)N1CCC(NC(=O)CSc2cc(=O)n(CC)c3ccccc23)CC1
→ 5%, 0.3, -8, 2, 1.0, -1, 0, -2, -13
- Cc1cccc(N2C(=O)CC(N3CCOCC3)C2=O)c1 (centres undefined)
→ 3%, 1.0, 11, -17, -1.9, 4, -4, -2, -2
- CC(C)OC(=O)NCCOC(=O)Nc1cccc(Cl)c1
→ 6%, -1.1, -21, 39, -0.9, 0, -32, 0, 14
- COc1ccc(N(CC(=O)N2CCN(C)CC2)S(=O)(=O)c2ccccc2)cc1OC
→ 7%, 0.1, -1, -28, -0.7, -3, 29, -4, -3
- COc1cc2c(cc1OC)C(C(=O)NCc1ccco1)C(c1cccs1)N(C)C2=O (centres undefined)
→ 3%, 0.4, 8, -3, -2.0, -8, -3, 5, 10
- O=C1CSC(c2cn(-c3ccccc3)nc2-c2cc3ccccc3oc2=O)N1Cc1ccco1 (centres undefined)
→ 11%[fluoresces], 1.4, 0, 17, 0.2, -57[fluorescence artefact?], -6, -6, 10
- CCCCCCC(=O)N1CCC(c2nc3c(nnn3Cc3ccccc3Cl)c(=O)[nH]2)CC1
→ 2%, 1.2, -13, 100*, 3.7, 3, -5, -2, 22
- COc1cccc(OC)c1OCCNCCO
→ 1%, 1.3, -8, -8, 0.0, 5, 1, 0, 1
- CCCS(=O)(=O)N1CCC(C(=O)NCc2cccnc2)CC1
→ 1%, 0.0, -21, -31, -2.4, 3, -4, -1, -8
- COc1ccccc1-c1nnc(SCC(=O)OC(C)C)o1
→ 5%, 0.5, -11, 7, -1.4, 2, -1, -6, -10
- CSCCC1NC2(C(=O)Nc3c(C)cc(Cl)cc32)[C@@H]2C(=O)N(C3CCCC3)C(=O)[C@H]12 (some centres undefined)
→ 6%, -0.8, 18, 40, 0.6, 1, 12, 1, -2
- Cc1ccc(Cn2nnnc2CN2CCC(O)(c3ccc(F)cc3)CC2)cc1
→ 4%, -0.8, -7, 9, -2.5, 5, 14, 22, 22
- CCCc1nc2ccccc2c(=O)n1-c1c(C)n(C)n(-c2ccccc2)c1=O
→ 6%, 0.7, -10, -6, 0.3, -1, -16, -5, -5

Continued:
The line under a structure holds: NADH enzymes, 5HT1E ag, SF1 activator, tolC growth inh, 5HT1a ag, MMP13 inh, RORA act, 5HT1E antag, 5HT1a antag
- Cc1ccccc1OCC(=O)Nc1cccc(NC(=O)c2ccco2)c1
→ 0%, -0.3, -10, 24, -4.2, 6, -10, -1, -10
- CCOc1nc(-c2ccccc2)ccc1-c1noc(COc2ccccc2)n1
→ 3%, 0.6, 4, 15, -1.1, -14, -9, -9, -5
- O=C(CSc1nnc2ccccn12)NCCN1C(=O)CSC1=O
→ 3%, 0.3, 5, -17, -3.1, -8, 6, 1, -4
- Cc1onc(-c2ccccc2Cl)c1C(=O)NCc1ccco1
→ 4%, -0.2, 7, -12, 0.0, -1, 7, -1, -11
- Cn1nc(C(=O)OCC(=O)N2CCc3ccccc32)c2ccccc2c1=O
→ 7%, -0.4, 22, 0, -2.5, 3, -12, 2, 6
- O=C1OC2CCC1(c1ccccc1)C2 (centres undefined)
→ 4%, -0.6, 2, -1, 0.9, 1, 0, -8, x
- Cn1c(=O)c2c(nc(NC3CCCCC3)n2Cc2ccccc2)n(C)c1=O
→ 4%, 1.2, -6, 16, 2.3, 8, 12, -6, 5
- Cc1cccc(OCC(=O)N(Cc2cccs2)C2CCS(=O)(=O)C2)c1C (centres undefined)
→ 2%, -0.6, 2, 4, -0.8, 6, -4, -7, -1
- Cc1ccc(S(=O)(=O)N2CCN(c3nc4ccccc4nc3-n3nc(C)cc3C)CC2)cc1
→ 5%, 1.3, -15, 43, 0.4, -4, -8, 6, -1
- CCn1c(=O)cc(SCC(=O)NCc2ccccn2)c2ccccc21
→ 6%, 0.2, -2, 3, -1.2, -3, -11, 10, 0
- COc1ccccc1N1CCN(c2nc(-c3ccccc3)cc(C(F)(F)F)n2)CC1
→ 3%, -1.1, 8, 7, -2.9, 1, 7, -6, 2
- Cc1cc(C)n(-c2cc(N3CCOCC3)ncn2)n1
→ 2%, -0.4, 2, -2, 2.8, 0, -5, 1, -3
- COCCN(C(=O)CNC(=O)c1cccs1)C(C(=O)NC1CCCC1)c1cccs1 (centres undefined)
→ 4%, 0.6, 6, -7, -0.2, 2, 4, -6, 13
- COc1ccc(Cn2nnnc2C(c2cc3cc(C)ccc3[nH]c2=O)N2CCOCC2)cc1 (centres undefined)
→ 9%, -0.9, 4, -8, -1.3, -4, 1, 1, -6
- N#Cc1c(-c2ccccc2)cc(C2CC2)nc1N
→ 2%[fluoresces], -0.4, -5, 19, 5.2, -44, 3, 33*, 25

Three compounds picked at random from the list so far:
The line under a structure holds: NADH enzymes, 5HT1E ag, SF1 activator, tolC growth inh, 5HT1a ag, MMP13 inh, RORA act, 5HT1E antag, 5HT1a antag
- CCCCOc1ccc(S(=O)(=O)NCc2csc(C)n2)cc1
→ 4%, -1.0, -4, 3, -1.6, 1, 6, 0, -2
- COc1ccc(Cn2nnnc2C(c2cc3cc(C)ccc3[nH]c2=O)N2CCOCC2)cc1 (centres undefined)
→ 9%, -0.9, 4, -8, -1.3, -4, 1, 1, -6
- CCOC(=O)N1CCC(NC(=O)CSc2cc(=O)n(CC)c3ccccc23)CC1
→ 5%, 0.3, -8, 2, 1.0, -1, 0, -2, -13

One compound at a time, as listed above. Order of values: NADH enzymes	5HT1E ag	SF1 activator	tolC growth inh	5HT1a ag	MMP13 inh	RORA act	5HT1E antag	5HT1a antag
COc1ccccc1-c1nnc(SCC(=O)OC(C)C)o1 across the screens: 5%	0.5	-11	7	-1.4	2	-1	-6	-10
Cc1ccccc1OCC(=O)Nc1cccc(NC(=O)c2ccco2)c1 across the screens: 0%	-0.3	-10	24	-4.2	6	-10	-1	-10
Cc1[nH]c2ccccc2c1SCCN across the screens: 6%	0.3	-30	-3	1.9	2	5	14	19

(cont.)
The line under a structure holds: NADH enzymes, 5HT1E ag, SF1 activator, tolC growth inh, 5HT1a ag, MMP13 inh, RORA act, 5HT1E antag, 5HT1a antag
- CCOC(=O)c1ccc(NC(=O)COc2ccc(S(=O)(=O)NC(C)C)cc2)cc1
→ 7%, -0.6, -6, -17, -1.4, 4, -11, -2, 5
- CCC(=O)OCc1cc2cccc(C)c2[nH]c1=O
→ 5%, -0.1, -14, -15, -4.2, -3, 13, 5, 0
- O=C(Nc1ccccc1C(F)(F)F)c1ccc(F)c(S(=O)(=O)N2CCOCC2)c1
→ 4%, 0.3, 8, -11, 1.1, 6, -3, 0, 10
- CC(C)COC(=O)N1CCCC1C(=O)Nc1nccs1 (centres undefined)
→ 3%, -0.7, -17, -13, -2.5, 5, 8, 9, 12
- CCN(C(=O)Cn1c(=O)oc2ccccc21)c1cccc(C(F)(F)F)c1
→ 8%, 0.8, -4, 0, 1.0, 3, -12, -5, 7
- CCc1ccccc1NC(=O)N[C@@H](C)C(=O)O
→ 3%, 1.0, -2, -27, -3.2, -2, -5, -11, -8
- CCOc1ccccc1C(=O)NCC(=O)OCC(=O)c1ccc2c(c1)OCCO2
→ 9%, -0.1, -8, 3, 0.0, 6, -6, -8, -12
- N#CC(C(=O)C12CC3CC(CC(C3)C1)C2)c1nc2ccccc2[nH]1 (centres undefined)
→ 3%, 0.8, -14, 48, 0.3, -8, 14, -14, -22
- CCN(CC)C1CC(=O)N(c2cccc(C)c2)C1=O (centres undefined)
→ 3%, -0.8, -21, -23, -1.0, 2, -22, 9, 15
- COc1ccc(CCCNC(=O)CC#N)cc1OC
→ 5%, -0.3, -4, 2, 0.7, -5, -35, -9, x
- CCOc1cccc(-c2nnc3sc(C4CCCCC4)nn23)c1
→ 0%, -0.2, -6, 17, 0.9, -2, -15, 10, x
